Compound activity deposited in PubChem by The Scripps Research Institute Molecular Screening Center.
CHRM1 agonist – activates human CHRM1 receptor. activation, % at 3 µM. AID 588814. 360,000 tested, 0.33% active. CHO-K1 hM1, Fluo-8 calcium fluorescence, agonist mode; 0% DMSO, 100% acetylcholine EC100;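 active means activation above the run's mean compound activation plus 3 SD, cut at about 16% in these data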;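 further: peak over basal fluorescence ratio within a 140 s kinetic read after compound addition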
OXTR potentiate – potentiators of human oxytocin receptor | AID 2445 | 320,000 tested, 0.061% active | P30559 | CHO-OTR cells, Fluo-8 calcium fluorescence, potentiator mode; 0% = oxytocin EC15, 100% = EC100 | activation, % at 3 µM;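 active means activation above that plate's cutoff, the mean activation of tested compounds plus 3 SD, cut at about 6.6% in these data, passing the limit was not always enough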;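 further: 100% uses oxytocin at 75 nM as the full agonist control; some results filed as inactive read as strong as hits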
Target sequence (P30559 whole entry, looked up): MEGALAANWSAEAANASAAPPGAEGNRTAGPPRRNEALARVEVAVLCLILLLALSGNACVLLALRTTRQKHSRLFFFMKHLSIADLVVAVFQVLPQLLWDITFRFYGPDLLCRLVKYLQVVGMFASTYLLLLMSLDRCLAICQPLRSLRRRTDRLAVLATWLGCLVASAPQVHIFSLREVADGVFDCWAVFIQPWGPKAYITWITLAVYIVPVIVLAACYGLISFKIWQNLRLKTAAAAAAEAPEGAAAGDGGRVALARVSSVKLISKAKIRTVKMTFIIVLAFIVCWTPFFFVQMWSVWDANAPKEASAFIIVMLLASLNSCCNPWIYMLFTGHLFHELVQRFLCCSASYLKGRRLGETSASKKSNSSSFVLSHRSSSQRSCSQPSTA
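Replication – single well per compound, singlicate · Assay system – CHO cell line stably expressing human OTR · Timing – 6 min pre-incubation, 100 s read · Measure – normalized max/min fluorescence ratio, % activation · Doses – 3.0 µM, one dose · Detection – Fluo-8 calcium dye fluorescence · Probe or stimulus – oxytocin near EC15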
V1R ag counter – V1a receptor agonism, counter-screen for OXTR agonists | P37288 | activation, % at 3 µM | 320,000 tested, 0.25% active | CHO-V1R cells, Fluo-8 calcium fluorescence, agonist mode; 0% DMSO, 100% 3 nM vasopressin;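 active means activation above the mean activation of all tested compounds plus 3 SD, per screening run, cut at about 20% in these data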;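 further: signal is peak over basal fluorescence ratio across a 100 second FLIPR read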
Target sequence (P37288 whole entry, looked up): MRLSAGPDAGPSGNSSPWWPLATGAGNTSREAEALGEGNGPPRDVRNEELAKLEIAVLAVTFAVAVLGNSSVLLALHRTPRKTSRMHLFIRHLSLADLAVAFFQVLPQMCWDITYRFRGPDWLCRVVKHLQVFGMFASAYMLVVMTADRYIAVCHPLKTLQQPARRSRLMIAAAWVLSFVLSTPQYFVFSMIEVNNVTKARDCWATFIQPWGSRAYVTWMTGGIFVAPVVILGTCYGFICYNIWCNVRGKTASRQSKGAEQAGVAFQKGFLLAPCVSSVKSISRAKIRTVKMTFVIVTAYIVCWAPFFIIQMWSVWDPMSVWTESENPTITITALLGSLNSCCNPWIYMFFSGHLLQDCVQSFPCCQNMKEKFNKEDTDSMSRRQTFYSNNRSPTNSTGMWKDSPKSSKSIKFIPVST
TAAR1 antagonist – human TAAR1 antagonism. CHO RD-HGA16 TAAR1, Fluo-8 calcium fluorescence, antagonist. Q96RJ0. 360,000 tested, 1.5% active. inhibition, % at 3 µM;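 active means inhibition above a per-plate cutoff, the mean inhibition of test compounds on that plate plus 3 SD, cut at about 49% in these data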;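 further: 0% = DMSO plus EC80 beta-PEA response and 100% = DMSO alone without agonist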
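Test system: CHO RD-HGA16 cells bearing hTAAR1 | Reagent: β-PEA, EC80 | Compound dosing: 3 µM, single point | Schedule: Dye loading 75 min at 37 °C, then 30 min room temperature | Signal: Calcium fluorescence with Fluo-8 | Evaluation: Percent inhibition of PEA-evoked calcium signal, max/basal emission ratio | Control set: DMSO-only wells and EC80 β-PEA-stimulated wells | Repeats: Singlicate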
M1 PAM – positive allosteric modulators of human M1 muscarinic receptor; P11229; CHO-K1 hM1, Fluo-8 calcium fluorescence, ACh EC20; 0% = ACh EC20, 100% = maximal ACh; activation, % at 3 µM; 360,000 tested, 0.088% active; in the data active means activation above about 19%, passing the limit was not always enough
TAAR1 agonist – human TAAR1 agonism; Q96RJ0; CHO RD-HGA16 TAAR1, Fluo-8 calcium fluorescence; vehicle wells 0%, saturating PEA agonist 100%; activation, % at 3 µM; 360,000 tested, 0.99% active;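 active means activation above the mean activation of all test compounds in the run plus 3 SD, cut at about 38% in these data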
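System: CHO RD-HGA16 cells carrying human TAAR1 plus Gα16; Incubation: 17-24 h seeding, 75 min 37 °C dye, 30 min RT; Measured by: Fluo-8 fluorescence, 5 s baseline then 140 s kinetic read; Control set: DMSO and PEA EC100; Replication: single well for each compound.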
CHO parental Ca – signal in parental CHO cells, OX1R antagonist counter-screen | 330,000 tested, 0.63% active | inhibition, % at 5.6 µM | parental CHO-K1, ATP-induced calcium, Fluo-8 fluorescence;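 active means inhibition above that plate's mean sample inhibition plus 3 SD, cut at about 26% in these data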;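 further: 0% = ATP-challenged DMSO wells and 100% = DMSO wells without ATP; some compounds past the cut are filed as inactive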
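Test system: parental CHO cells; detection: calcium-sensitive Fluo-8 fluorescence; evaluation: percent inhibition of calcium signal; also added: ATP as calcium-mobilizing challenge; repeats: one well per compound; control set: ATP-challenged DMSO wells low, unchallenged DMSO wells high; compound: single nominal dose of 5.6 µM per compound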
CHRM1 antagonist – human CHRM1 antagonism | inhibition, % at 3 µM | 360,000 tested, 1.3% active | CHO-K1 hM1, Fluo-8 calcium fluorescence, ACh EC80 antagonist;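 active means percent inhibition above its own plate's cutoff, namely the mean of that plate's compound wells plus 3 SD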;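 further: peak over basal fluorescence ratio during 140 s after agonist addition; 0% = ACh EC80 plus DMSO and 100% = DMSO alone without agonist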
OXTR ag – activates the human oxytocin receptor. P30559. activation, % at 3 µM. CHO-OTR cells, Fluo-8 calcium fluorescence; normalized: DMSO 0%, oxytocin 100%. 320,000 tested, 0.32% active;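 active means activation above the mean of all tested compounds plus 3 SD, cutoff set per screening run, cut at about 20% in these data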;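 further: peak over basal fluorescence ratio from a 100 s FLIPR kinetic read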
Active calls of the source: *; nt = no result given. Compounds as they come, and some 3.7% of all compounds hit somewhere here.

(1) COc1cccc(CN(C)C(=O)c2ccc(N3CCCC3)c([N+](=O)[O-])c2)c1
(2) Cc1cccc(NC(=O)C2C3CCC4C(CCC32)C4(Cl)Cl)c1 (stereo not drawn)
(3) COc1ccc(-c2nnc3sc(CCN4C(=O)c5ccccc5C4=O)nn23)cc1
(4) O=C(CSc1ncn[nH]1)CSc1ncn[nH]1
(5) O=C(CCc1nc(-c2ccccc2)no1)N1CCCC1
(6) CS(=O)(=O)c1ccc2nc(NC(=O)c3ccc(NS(=O)(=O)c4cccc([N+](=O)[O-])c4)cc3)sc2c1
(7) CCn1c2c(c(C)cc1=O)C(=O)CC(C)(C)C2
(8) CC12CCC(=O)N1C(C(=O)NNC(=O)c1ccccc1F)CS2 (stereo not drawn)
assay / entry	1	2	3	4	5	6	7	8
OXTR ag	2.2	-1.2	-1.1	0.3	0.4	0.0	1.3	0.4
TAAR1 agonist	9	0	11	8	4	3	7	0
V1R ag counter	2.5	2.1	0.6	0.4	0.8	-0.7	0.5	1.4
M1 PAM	0	-8	-6	0	3	3	0	10
CHO parental Ca	-19	-24	-30	5	-15	13	-6	3
TAAR1 antagonist	-18	27	27	-25	3	-1	3	-4
CHRM1 agonist	-5	-11	-2	-2	-4	4	-6	-3
CHRM1 antagonist	-3	4	21	0	-5	-10	-5	-4
OXTR potentiate	-2	-14	-18	-5	2	-2	8	-4

(9) O=C(COC(=O)/C=C/c1ccc(Cl)cc1)NCCC1=CCCCC1
(10) O=C(NC(=S)Nc1ccccc1Br)c1ccco1
(11) CC(=O)c1cccc(NC(=O)CN(C2CCCCC2)S(C)(=O)=O)c1
(12) Cc1cccc(OCC(=O)NCC(=O)N=Nc2c(O)[nH]c3ccc([N+](=O)[O-])cc23)c1
(13) CC(C(=O)O)N1C(=O)/C(=C/c2cccn2C)SC1=S (stereo not drawn)
(14) COc1cccc(CNC(=O)c2cccnc2Sc2ccccc2)c1
(15) CC[C@@]1(C(=O)OC)N[C@H](CN(C)C(=O)Nc2ccc(OC)cc2)[C@@H]2C(=O)N(C)C(=O)[C@@H]21
(16) Cc1ccccc1Nc1c([N+](=O)[O-])ccc2c1=NC1(CCCCC1)N=2
assay / entry	9	10	11	12	13	14	15	16
OXTR ag	-1.2	-0.1	0.8	0.8	1.4	nt	2.1	-1.6
TAAR1 agonist	0	20	0	3	0	6	3	3
V1R ag counter	13	0.4	0.3	0.7	-0.7	nt	1.6	-0.7
M1 PAM	3	1	10	2	7	3	17	-3
CHO parental Ca	-12	-8	-26	-8	0	nt	-11	-1
TAAR1 antagonist	-5	-1	2	18	-4	-1	-2	-9
CHRM1 agonist	-2	-3	-3	-3	-8	-3	-2	-3
CHRM1 antagonist	-6	-2	-13	-2	-9	-1	-15	14
OXTR potentiate	-3	-3	-3	-7	-3	nt	5	0

Entries of single compounds, quoted from the list. Screens in order: OXTR ag	TAAR1 agonist	V1R ag counter	M1 PAM	CHO parental Ca	TAAR1 antagonist	CHRM1 agonist	CHRM1 antagonist	OXTR potentiate
COc1cccc(CNC(=O)c2cccnc2Sc2ccccc2)c1 in the list: nt	6	nt	3	nt	-1	-3	-1	nt
Cc1cccc(OCC(=O)NCC(=O)N=Nc2c(O)[nH]c3ccc([N+](=O)[O-])cc23)c1 in the list: 0.8	3	0.7	2	-8	18	-3	-2	-7
O=C(COC(=O)/C=C/c1ccc(Cl)cc1)NCCC1=CCCCC1 in the list: -1.2	0	13	3	-12	-5	-2	-6	-3
CC[C@@]1(C(=O)OC)N[C@H](CN(C)C(=O)Nc2ccc(OC)cc2)[C@@H]2C(=O)N(C)C(=O)[C@@H]21 in the list: 2.1	3	1.6	17	-11	-2	-2	-15	5

Next records
(17) COc1ccc(S(=O)(=O)NCc2ccc(C(=O)NCCCN3CCCC(C)C3)cc2)cc1 (stereo not drawn)
(18) C=CC[N+](C)(C)C/C(Cl)=C(\Cl)c1ccccc1
(19) COc1cccc(/C=C2\SC(=O)N(CCC(=O)NCCCn3ccnc3)C2=O)c1
(20) CC1OC(Nc2cccc3ccccc23)C(O)C(O)C1O (stereo not drawn)
(21) Cc1ccc(C(=O)O/N=C2\CCS(=O)(=O)c3sccc32)cc1
(22) O=C(Nc1cc(S(=O)(=O)N2CCOCC2)ccc1N1CCOCC1)c1cccs1
(23) CN(CC(=O)Nc1ccc(Cl)c(C(F)(F)F)c1)C(=O)CCC(=O)c1ccccc1
(24) Cn1c(SCC(=O)Nc2cccc(S(=O)(=O)NC3=NCCCCC3)c2)nnc1-c1ccncc1
assay / entry	17	18	19	20	21	22	23	24
OXTR ag	0.3	0.6	0.7	0.0	-1.5	0.4	10	0.8
TAAR1 agonist	2	4	-1	1	8	8	12	1
V1R ag counter	0.6	1.0	2.5	-0.3	-1.0	0.3	11	-0.3
M1 PAM	-15	-18	9	-3	4	-6	-7	5
CHO parental Ca	8	-1	-15	-7	1	-10	-18	9
TAAR1 antagonist	-2	13	-13	-1	24	-1	8	-6
CHRM1 agonist	-6	-5	-5	-1	-3	-3	0	-2
CHRM1 antagonist	29	21	-1	9	-8	16	11	-7
OXTR potentiate	-5	-3	1	-5	-16	-1	-11	5

(25) C=CCNC(=O)C1CC(c2cccc(OC)c2)=NO1 (stereo not drawn)
(26) COc1ccc(-c2nnn(CC(=O)NC(=O)NC3CCCCC3)n2)cc1OC
(27) COc1cc(OC)cc(C(=O)NNC(=O)CCC(=O)c2cccs2)c1
(28) N=c1c2c3c(sc2ncn1Cc1ccco1)CCCCC3
(29) COc1cnc(SCc2ccc(Cl)c(Cl)c2)nc1Cl
(30) Cc1cc(C)cc(C(O)c2ncc(-c3ccc4ccccc4c3)[nH]2)c1 (stereo not drawn)
(31) S=C(NCC1CCCO1)N1CCN(c2ccc(Cl)c(Cl)c2)CC1 (stereo not drawn)
(32) O=C(N[C@@H](Cc1ccccc1)C(=O)O)c1cccs1
assay / entry	25	26	27	28	29	30	31	32
OXTR ag	-0.5	7.9	-1.2	1.3	-1.1	nt	13	0.3
TAAR1 agonist	11	2	6	3	nt	9	7	-1
V1R ag counter	0.1	6.1	0.5	5.2	-0.2	nt	11	0.2
M1 PAM	-1	2	2	-13	-3	0	-11	3
CHO parental Ca	-9	-16	6	-2	-11	nt	21	6
TAAR1 antagonist	-4	-8	-28	-3	nt	-5	28	-2
CHRM1 agonist	-4	-2	-1	-6	-6	-1	-2	-2
CHRM1 antagonist	0	-8	1	2	6	-3	31	-4
OXTR potentiate	-1	-10	1	-11	-9	nt	-14	-3

(33) CCCCN(C(=O)C1CC(=O)N(CCc2ccc(OC)c(OC)c2)C1)c1c(N)n(CC(C)C)c(=O)[nH]c1=O (stereo not drawn)
(34) O=C(Nc1ccc2c(c1)CCC2)c1cc2ccccc2o1
(35) O=C(N/N=C/C(Br)=C/c1ccccc1)C(O)c1ccccc1 (stereo not drawn)
(36) O=C(Cc1ccc(Cl)c(Cl)c1)Nc1cccc2ncccc12
(37) CC(=O)c1ccc(N2CCN(S(=O)(=O)c3cc(-c4cc(C)no4)ccc3C(C)C)CC2)cc1
(38) CN(C)c1cc[n+](CC(=O)Nc2c(Cl)cc(Cl)cc2Cl)cc1
(39) COCCCNC(=O)CC1C[C@H](C(=O)N2CCCCC2)[C@@]2(CCc3ccccc3)c3[nH]c4ccccc4c3CCN2C1=O (stereo partly drawn)
(40) O=C(N[C@H](CO)Cc1ccccc1)[C@H]1O[C@@H](n2ccc(=O)[nH]c2=O)[C@H](O)[C@@H]1O
assay / entry	33	34	35	36	37	38	39	40
OXTR ag	nt	-2.7	2.2	-1.4	-0.4	-0.2	5.7	nt
TAAR1 agonist	3	-2	3	3	3	3	1	4
V1R ag counter	nt	0.1	1.7	-0.4	-0.3	-0.7	0.3	nt
M1 PAM	-1	4	16	8	2	-1	4	5
CHO parental Ca	nt	-28	-4	-20	-8	13	-18	nt
TAAR1 antagonist	-5	7	-15	-16	-23	0	-15	-15
CHRM1 agonist	-3	-5	4	-5	-4	-13	-3	0
CHRM1 antagonist	9	-25	-12	-8	-2	-1	-22	-28
OXTR potentiate	nt	-5	-12	-1	-10	-10	1	nt

(41) O=C(COC(=O)/C=C/c1cccc(C(F)(F)F)c1)NCc1ccc(F)cc1
(42) CCN(CC(=O)Nc1cc(Cl)ccc1C)C(=O)CN1C(=O)NC(CC)(c2ccccc2)C1=O (stereo not drawn)
(43) CCCn1c(N)c(N(CCOC)C(=O)c2ccc(N(C)S(=O)(=O)c3ccc(C)cc3)cc2)c(=O)[nH]c1=O
(44) COc1ccccc1CNC(=O)CSc1cc(=O)n(C)c2ccccc12
(45) O=C(CNS(=O)(=O)c1ccc(Br)s1)NC1CCCc2ccccc21 (stereo not drawn)
(46) CC1CCCC(C)N1C(=O)c1cc(-c2ccc3c(c2)OCO3)on1 (stereo not drawn)
(47) Cn1c(/C=C/c2ccc(Cl)cc2Cl)c([N+](=O)[O-])c(=O)n(C)c1=O
assay / entry	41	42	43	44	45	46	47
OXTR ag	0.5	2.9	0.6	-1.0	0.0	-0.2	-0.5
TAAR1 agonist	2	2	3	-1	6	10	-2
V1R ag counter	1.1	0.9	0.3	0.3	3.1	0.2	0.2
M1 PAM	9	-1	5	5	-5	4	-2
CHO parental Ca	23	-32	8	-10	-17	-1	-13
TAAR1 antagonist	-19	-4	-3	14	-23	8	3
CHRM1 agonist	-4	3	1	-6	-4	-1	-7
CHRM1 antagonist	-13	-3	-2	-1	4	-12	-3
OXTR potentiate	-2	-10	-2	-9	-10	-10	-10
